# UHRF1 binding: UHRF1 methyl-DNA binding inhibition; Q96T88; UHRF1 binding to methylated oligo, TR-FRET; inhibition, % at 4.4 µM; hit rate 0.75% among 370,000; AID 687016; in the data active = inhibition above about 21%;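 note: UHRF1 SRA domain binding a hemimethylated CpG hairpin DNA probe; 0% = median of test compound wells and 100% = reference inhibitor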
# PLCg1 inh: inhibitors of human phospholipase C gamma1. P19174. purified PLC-gamma1, fluorogenic substrate, fluorescence. inhibition, % at 12.2 µM. hit rate 0.84% among 370,000. AID 720700; in the data active = inhibition above about 9.5%
# Rev-erbA mod: modulators of human Rev-erb alpha DNA binding; P20393; Rev-erbα–FITC-DNA binding, fluorescence polarization, 90 min; activity, % at 10 µM; hit rate 0.79% among 370,000;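 active = activity above about 14%, limit read from the data; passing the limit was not always enough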;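 note: 0% = DMSO wells with 35 nM protein and 100% = DMSO wells with 750 nM protein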
# Target sequence (P20393 whole entry, looked up): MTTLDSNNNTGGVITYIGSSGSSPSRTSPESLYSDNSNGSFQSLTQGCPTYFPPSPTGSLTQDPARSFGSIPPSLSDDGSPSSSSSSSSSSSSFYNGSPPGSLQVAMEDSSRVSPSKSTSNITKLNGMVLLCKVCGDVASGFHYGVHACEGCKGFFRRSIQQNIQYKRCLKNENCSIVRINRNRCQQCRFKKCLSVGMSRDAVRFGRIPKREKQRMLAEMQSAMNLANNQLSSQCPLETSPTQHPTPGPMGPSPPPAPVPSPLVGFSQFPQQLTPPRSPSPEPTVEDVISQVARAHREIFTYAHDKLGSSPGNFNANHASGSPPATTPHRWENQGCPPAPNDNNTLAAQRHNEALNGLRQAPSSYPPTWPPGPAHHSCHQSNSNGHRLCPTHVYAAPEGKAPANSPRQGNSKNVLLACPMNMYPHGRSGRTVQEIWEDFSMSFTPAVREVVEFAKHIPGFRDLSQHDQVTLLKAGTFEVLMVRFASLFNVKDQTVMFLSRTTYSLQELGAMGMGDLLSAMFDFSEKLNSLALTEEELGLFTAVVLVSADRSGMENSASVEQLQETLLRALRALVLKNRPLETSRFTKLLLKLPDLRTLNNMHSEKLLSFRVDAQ
# PLC-beta3 inh: blocks human PLC-beta3 enzyme activity. Q01970. AID 720704. hit rate 0.18% among 370,000. inhibition, % at 12.2 µM. Purified PLC-beta3, fluorogenic substrate, fluorescence; in the data active = inhibition above about 11%;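 note: 0% = median of compound wells on plate and 100% = full blocker control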
# Tn6 DDE FP: inhibitors of Tn6 peptide binding to human fibrin DD(E) | P02675 | Fibrin DD(E) TRITC-Tn6 fluorescence polarization displacement | inhibition, % at 8.3 µM | hit rate 0.21% among 370,000;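 active = inhibition above a per-campaign cutoff: mean of compounds within control limits plus 3 SD, cut at about 15% in these data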;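 note: 0% = median of all compound wells on the plate and 100% = blocking peptide control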
# proKLK7 act: activators of human kallikrein-7 zymogen; P49862; purified proKLK7, EDANS-DABCYL substrate fluorescence; 100% is mature enzyme control, 0% vehicle; activation, % at 7 µM; hit rate 0.9% among 370,000; AID 652039;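 active = activation above the mean of all tested compounds plus 3 SD, computed per campaign excluding outliers beyond control limits, cut at about 13% in these data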
# Target sequence (P49862 whole entry, looked up): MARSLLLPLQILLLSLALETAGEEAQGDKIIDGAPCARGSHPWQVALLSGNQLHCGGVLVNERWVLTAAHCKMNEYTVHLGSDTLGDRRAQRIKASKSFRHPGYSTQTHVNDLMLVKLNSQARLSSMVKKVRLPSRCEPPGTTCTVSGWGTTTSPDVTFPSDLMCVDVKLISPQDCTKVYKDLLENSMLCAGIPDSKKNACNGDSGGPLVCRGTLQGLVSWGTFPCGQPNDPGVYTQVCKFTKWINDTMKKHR
# ARFGAP1 inh: inhibits rat ARF GTPase activating protein 1; Arfgap1-stimulated ARF1 GTP hydrolysis, GDP FP detection; hit rate 0.26% among 360,000; Q62848; inhibition, % at 16.5 µM;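 active = inhibition above a per-plate limit, mean inhibition of low control wells plus 3 SD, cut at about 25% in these data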;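 note: 0% = DMSO wells with enzyme and 100% = wells lacking Arfgap1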
# Target sequence (Q62848 1-136 limits assumed): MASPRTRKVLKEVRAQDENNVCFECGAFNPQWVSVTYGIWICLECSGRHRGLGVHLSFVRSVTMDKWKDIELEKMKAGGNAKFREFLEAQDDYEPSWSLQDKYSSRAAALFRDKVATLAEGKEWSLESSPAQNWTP
#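 system = rat Arfgap1 catalytic domain, aa 1-136 | technique = FP, GDP Alexa 633 tracer displaced from anti-GDP antibody, 620/688 nm | compound = one concentration, 16.5 µM, DMSO 1.26% | medium = HEPES-based buffer, pH 7.5 | timing = compound-enzyme preincubation 20 min, reaction 120 min, detection 60 min, 25 °C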
# ASAP1 GAP inh: inhibitors of human ASAP1 ArfGAP activity | ASAP1-stimulated ARF1 GTP hydrolysis, GDP FP detection | inhibition, % at 16.5 µM | hit rate 0.19% among 360,000; in the data active = inhibition above about 25%;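 note: 0% = vehicle with enzyme and substrate and 100% = no enzyme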
# sPLA2-III inh: Inhibits HGIII-sPLA2 liposome hydrolysis, primary screen; QFRET BODIPY PC-A2 liposome hydrolysis, fluorescence; AID 743126; inhibition, % at 12.2 µM; Q9NZ20; hit rate 0.56% among 370,000;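 active = inhibition above mean plus 3 SD of compounds lying within the high and low control bounds, cut at about 19% in these data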;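 note: 0% = median of test compound wells and 100% = no enzyme DMSO wells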
# Tn7 DDE FP: DD(E)-Tn7 binding inhibition, primary FP screen; P02675; FP displacement of FITC-Tn7 peptide from fibrin DD(E); 0% = median of compound wells per plate; inhibition, % at 8.3 µM; hit rate 0.13% among 370,000;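 active = inhibition above the mean of compounds falling within the control limits plus 3 SD of them, cut at about 14% in these data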;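 note: 0% = plate median of compound wells and 100% = 10 µM Aha-Tn7 peptide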
#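 Assay system: Human fibrin DD(E) protein | Medium: Tris buffer with calcium and detergent, pH 7.8 | Reagent: 0.1 µM fluorescent Tn7 | Compound dosing: Single point at 8.3 µM | Times: 10 min preincubation, 3 h with tracer, room temperature | Detection: Fluorescence polarization of the labelled Tn7 tracer | Controls: Aha-Tn7 high control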
# Starred values were filed as active, the others as inactive; x = no result given.
SMILES,UHRF1 binding,PLCg1 inh,Rev-erbA mod,PLC-beta3 inh,Tn6 DDE FP,proKLK7 act,ARFGAP1 inh,ASAP1 GAP inh,sPLA2-III inh,Tn7 DDE FP
COc1ccc(NC(=O)/C(=C/c2cccs2)NC(=O)c2ccco2)cc1,-3,-1,6,-1,11,-0.7,11,8,-7,-1
Cc1ccc(Nc2nc(NCC3CCCO3)nc(N)c2[N+](=O)[O-])cc1 (stereo not drawn),-2,0,0,4,-2,0.2,6,-6,3,4
CCn1cc(C(=O)N2CCc3ccccc32)c(=O)c2cc(S(=O)(=O)N3CC(C)CC(C)C3)ccc21 (stereo not drawn),-4,0,4,2,-5,0.6,-5,-7,-6,-6
Cc1ccc(S(=O)(=O)N2CCOCC2)cc1NC(=O)C1CC(=O)N(c2ccc3c(c2)OCCO3)C1 (stereo not drawn),4,-1,1,-8,1,-0.4,13,-5,4,-2
CCN(CC)C1=NS(=O)(=O)c2cc([N+](=O)[O-])ccc21,2,1,-4,3,-6,-0.3,-3,3,-2,-3
COCCNC(=O)C(c1ccc(C)o1)N(Cc1ccc(OC)cc1)C(=O)Cn1nnc2ccccc21 (stereo not drawn),-1,-1,-2,0,2,-0.5,-8,5,-1,0
C=CCOc1ccc(CNCC2CCCO2)cc1 (stereo not drawn),39*,-3,-6,-8,4,-0.2,-7,-13,0,4
COc1ccccc1NC(=O)Nc1nnc(Cc2ccccc2F)s1,4,6,-1,-5,1,0.7,1,12,-5,-4
COc1ccc(C(=O)COc2ccc3ccc(=O)oc3c2)c(OC)c1,1,-61,-5,-95,-4,-6.8,5,4,2,-4
CCOc1ncccc1C(=O)OC(C)C(=O)NC1CCCCC1 (stereo not drawn),2,0,-7,-1,2,0.5,-1,-13,4,-7
CN(c1ccccc1C(=O)Nc1ccc(S(=O)(=O)N2CCCCC2)cc1)S(C)(=O)=O,8,4,4,-3,-1,-0.4,20,2,-5,1
OC(COCc1ccccc1)CN1CCc2ccccc2C1 (stereo not drawn),5,5,-4,1,-8,-0.4,0,-2,16,7
COc1cc(C(=O)NCCCn2ccnc2)cc(OC)c1OC,7,7,-2,2,-1,-1.2,-6,1,6,-6
CCCNC(=O)C1(C)CCN1C(=O)c1cc(C)n(C)n1 (stereo not drawn),-1,1,-8,3,5,-0.3,-6,-2,0,-3
S=C(NCc1ccco1)Nc1ccc(Cl)cc1,-2,0,3,-1,-1,0.5,-18,-3,4,-4
CCCCCC(=O)N1C[C@H](O)[C@@H](n2cc(-c3ccc(F)cc3)nn2)C[C@@H]1c1ccc(C)cc1,2,1,5,-2,-3,0.3,15,-4,-17,-2
COc1ccc(C=C2C(=O)OC(C)(C)OC2=O)cc1OC,1,0,2,-9,3,-0.1,-4,4,6,0
Nc1cnn(Cc2ccc(F)cc2)c1,-4,0,5,1,-1,0.4,-4,13,-1,0
CCc1cccc(NC(=S)N(CCN(C)C)C(C)c2ccncc2)c1 (stereo not drawn),1,2,-6,-5,1,0.4,17,2,6,0
O=C1C(=C2CCc3ccccc32)Cc2ccccc21,-6,-2,-4,-7,-3,-0.3,2,-4,-15,5
CC(=O)Nc1ccc(NC(=O)C2CC(=O)N(Cc3ccco3)C2)cc1 (stereo not drawn),0,-2,0,-5,5,0.0,-6,3,7,4
Cc1ccc(C)c(Cn2c3ccccc3c3cnn(CC(=O)NCCCN4CCOCC4)c(=O)c32)c1,-3,1,-2,-8,-1,-0.1,-8,-7,-15,-1
CC1Cc2ccccc2N1C(=O)CSc1nnc(N)s1 (stereo not drawn),0,8,2,-1,-2,0.2,11,-22,4,3
O=c1[nH]c(Cc2ccccn2)nc2scc(-c3ccccc3Cl)c12,-3,-27,0,-42,3,-0.3,-1,6,-13,-1
COc1ccc(C)cc1NS(=O)(=O)c1ccc2c(c1)CCN2C(C)=O,-1,2,-2,-1,4,0.8,3,-1,-4,1
# Continuation:
SMILES,UHRF1 binding,PLCg1 inh,Rev-erbA mod,PLC-beta3 inh,Tn6 DDE FP,proKLK7 act,ARFGAP1 inh,ASAP1 GAP inh,sPLA2-III inh,Tn7 DDE FP
CC(=O)Nc1ccc(Oc2ccc([N+](=O)[O-])cc2Cl)cc1,-5,1,5,0,-8,0.0,2,-5,-6,-6
S=C(c1ccc(N2CCCC2)cc1)N1CCCCC1,-3,-5,-6,-4,-1,-0.1,6,17,8,2
Cc1ccccc1C(C(=O)NCc1ccco1)N(CC1CCCO1)C(=O)Cn1nnc2ccccc21 (stereo not drawn),0,4,-3,6,19*,0.3,5,0,-7,3
Cc1cc(C)cc(C(=O)Nc2nc3ccccc3[nH]2)c1,8,2,1,-9,3,0.0,-10,-1,9,-2
O=C(Cc1ccccc1[N+](=O)[O-])Nc1nccs1,1,-4,-1,-17,-2,-0.2,10,-4,4,1
O=C(CN1CCOCC1)Nc1ccc(S(=O)(=O)NC2CCCCC2)cc1,-1,2,-5,2,0,0.1,1,-1,2,4
O=C(Nc1ccc(OC(F)(F)F)cc1)Oc1ccccc1N1CCCCC1,0,2,-8,-10,-3,0.6,1,-6,-5,3
COc1ccc(CNC(=O)c2ccc(-c3ccccc3)cc2)cc1OC,4,0,-4,1,-12,-0.1,-1,-1,4,10
CC(C)Oc1ccc(C(=O)NNC(=O)c2ccccc2C(=O)O)cc1,2,-1,2,-1,0,-1.0,-9,11,-1,13
CC(C)Nc1ncnc2c1cnn2-c1ccccc1,-1,0,-2,1,1,0.3,-11,-5,4,0
O=C(N/N=C/c1ccc(N2CCOCC2)cc1)C1COc2ccccc2O1 (stereo not drawn),2,-82,-9,-127,3,-0.1,-7,13,-3,-4
COc1ccc(N2CC(C(=O)NCc3nnnn3-c3ccc(C)c(C)c3)CC2=O)cc1 (stereo not drawn),-2,4,7,-3,-4,-0.6,2,8,-3,-4
Cn1cc([N+](=O)[O-])c(C(=O)Nc2ccc(C3CCCCC3)cc2)n1,-3,3,7,-2,-1,0.1,-5,6,-17,-3
CCN(CC)CCNC(=O)C1(O)c2cc(Br)ccc2NC(=O)N1c1ccccc1 (stereo not drawn),2,5,-5,1,1,0.1,10,-3,6,-3
Cc1ccc(N(Cc2cc3ccc(C)cc3[nH]c2=O)S(=O)(=O)c2ccccc2)c(C)c1,3,-1,15*,-6,3,-0.4,5,-5,-1,-11
O=C(c1ccccc1)C1CCN(C(=O)c2ccco2)CC1,-1,2,-4,-7,1,-0.3,10,7,-1,-1
CCC/S(C)=N/S(=O)(=O)c1ccc(C)cc1 (stereo not drawn),-1,-3,-2,3,0,-0.1,9,-7,4,-1
COC(=O)c1ccccc1NC(=O)COC(=O)Cc1ccc(S(=O)(=O)N2CCOCC2)s1,-1,-6,-4,-9,-2,-0.4,-2,9,-33,-6
O=c1ccc(-c2ccccc2)nn1Cc1ccccc1,-1,-5,-2,-9,12,0.0,-4,-9,0,7
O=C(O)C1CSC(CCc2ccccc2)N1 (stereo not drawn),0,-3,2,0,1,0.2,11,10,2,-2
O=C(NOC(=O)c1ccccc1F)c1ccc(OC(F)F)cc1,2,2,-5,-1,4,-0.3,5,-11,0,3
CC(OC(=O)Cn1cnc2c1c(=O)n(C)c(=O)n2C)C(=O)Nc1ccc(Cl)cc1 (stereo not drawn),-4,3,3,1,9,-0.5,5,6,6,-1
NC1=NC(=O)C(Cc2ccccc2)S1 (stereo not drawn),14,-1,-5,-7,6,-0.3,5,-4,10,7
CCN1C(=O)CC(SC2CC(=O)N(CC)C2=O)C1=O (stereo not drawn),2,3,-3,0,3,-0.7,10,-5,11,-1
CC(C)COc1ccc(C(=O)Nc2ncn[nH]2)cc1,1,4,-5,3,1,-0.3,-2,3,-6,6
O=C(NC1CC1)C1=C[C@@H](c2csc3ccccc23)C[C@@H](OCc2ccc(CO)cc2)O1,-1,0,-4,-4,-2,-0.1,2,14,-11,-1
CCN(CC(=O)Nc1ccc(NC(C)=O)cc1)C(=O)CSc1ncnc2sc(C)c(C)c12,-2,-10,-5,-15,-1,0.1,5,0,4,1
COC(=O)[C@]12C[C@H](CC(=O)NCCCN3CCCC3=O)C(=O)N(CCC3=CCCCC3)C1=C[C@H](C1CCCC1)O[C@@H]2C,-3,1,7,1,-7,0.0,x,x,-5,2

# Among those listed so far, these contain four or more nitrogen atoms.
SMILES,UHRF1 binding,PLCg1 inh,Rev-erbA mod,PLC-beta3 inh,Tn6 DDE FP,proKLK7 act,ARFGAP1 inh,ASAP1 GAP inh,sPLA2-III inh,Tn7 DDE FP
Cc1ccc(Nc2nc(NCC3CCCO3)nc(N)c2[N+](=O)[O-])cc1 (stereo not drawn),-2,0,0,4,-2,0.2,6,-6,3,4
COCCNC(=O)C(c1ccc(C)o1)N(Cc1ccc(OC)cc1)C(=O)Cn1nnc2ccccc21 (stereo not drawn),-1,-1,-2,0,2,-0.5,-8,5,-1,0
COc1ccccc1NC(=O)Nc1nnc(Cc2ccccc2F)s1,4,6,-1,-5,1,0.7,1,12,-5,-4
CCCNC(=O)C1(C)CCN1C(=O)c1cc(C)n(C)n1 (stereo not drawn),-1,1,-8,3,5,-0.3,-6,-2,0,-3
CCCCCC(=O)N1C[C@H](O)[C@@H](n2cc(-c3ccc(F)cc3)nn2)C[C@@H]1c1ccc(C)cc1,2,1,5,-2,-3,0.3,15,-4,-17,-2
CCc1cccc(NC(=S)N(CCN(C)C)C(C)c2ccncc2)c1 (stereo not drawn),1,2,-6,-5,1,0.4,17,2,6,0
Cc1ccc(C)c(Cn2c3ccccc3c3cnn(CC(=O)NCCCN4CCOCC4)c(=O)c32)c1,-3,1,-2,-8,-1,-0.1,-8,-7,-15,-1
CC1Cc2ccccc2N1C(=O)CSc1nnc(N)s1 (stereo not drawn),0,8,2,-1,-2,0.2,11,-22,4,3
Cc1ccccc1C(C(=O)NCc1ccco1)N(CC1CCCO1)C(=O)Cn1nnc2ccccc21 (stereo not drawn),0,4,-3,6,19*,0.3,5,0,-7,3
CC(C)Nc1ncnc2c1cnn2-c1ccccc1,-1,0,-2,1,1,0.3,-11,-5,4,0
COc1ccc(N2CC(C(=O)NCc3nnnn3-c3ccc(C)c(C)c3)CC2=O)cc1 (stereo not drawn),-2,4,7,-3,-4,-0.6,2,8,-3,-4
Cn1cc([N+](=O)[O-])c(C(=O)Nc2ccc(C3CCCCC3)cc2)n1,-3,3,7,-2,-1,0.1,-5,6,-17,-3
CCN(CC)CCNC(=O)C1(O)c2cc(Br)ccc2NC(=O)N1c1ccccc1 (stereo not drawn),2,5,-5,1,1,0.1,10,-3,6,-3
CC(OC(=O)Cn1cnc2c1c(=O)n(C)c(=O)n2C)C(=O)Nc1ccc(Cl)cc1 (stereo not drawn),-4,3,3,1,9,-0.5,5,6,6,-1
CC(C)COc1ccc(C(=O)Nc2ncn[nH]2)cc1,1,4,-5,3,1,-0.3,-2,3,-6,6
CCN(CC(=O)Nc1ccc(NC(C)=O)cc1)C(=O)CSc1ncnc2sc(C)c(C)c12,-2,-10,-5,-15,-1,0.1,5,0,4,1

# Screening results from PubChem BioAssay.
